From PubChem
SENP1 inh: blocks the human SENP1 SUMO protease catalytic domain. recombinant SENP1 catalytic domain, CyPet-SUMO1-YPet FRET cleavage. AID 624204. 0.21% of 360,000 active. Q9P0U3. inhibition, % at 10 µM;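 active = inhibition at least 30% at 10 µM, raw YFP signal under a set limit, fluorescence ratio 0.5 to 1.5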;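 note: 0% = enzyme with DMSO and 100% = no enzyme wells; some results filed as inactive read as strong as hits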
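Test system: hSENP1 catalytic domain, recombinant; Amount: 20 pM final SENP1 enzyme; Medium: Tris pH 8 buffer plus EDTA, NaCl, BME, BSA, NP40, catalase; Schedule: 50 min enzyme reaction, room temperature, light-protected; Technique: FRET fluorescence in CFP and YFP emission channels; Controls: no-enzyme wells low, DMSO-plus-enzyme wells high control.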
NLRP3 yeast inh: blocks the NALP3 inflammasome reconstituted in yeast. Yeast reconstituted NLRP3/ASC/caspase-1, beta-gal luminescence, 24 h. inhibition, % at 10 µM. 0.39% of 330,000 active;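 active = inhibition of 50% or more; inactive = inhibition below 50%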;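 note: plate controls were induced DMSO wells for no effect and uninduced yeast grown without galactose for full effect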
SENP7 inh: inhibitors of human SENP7 protease; Q9BQF6; recombinant SENP7, Z-RLRGG-aminoluciferin luminescence, 40 min; inhibition, % at 5 µM; 1.5% of 330,000 active; AID 434973;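 active = inhibition above about 50% at the single test dose, limit read from the data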;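 note: plate controls were DMSO with enzyme for no effect and no enzyme buffer wells for full effect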
SENP8 block-1: blocks the human protease SENP8 | Q96LD8 | inhibition, % at 10 µM | purified SENP8, Z-RLRGG-aminoluciferin cleavage, luminescence | 1.2% of 330,000 active | AID 2540; in the data active = inhibition above about 50%
SENP6 block: blocks the human protease SENP6; Q9GZR1; 1.8% of 330,000 active; Recombinant SENP6 catalytic domain, aminoluciferin luminescence; inhibition, % at 10 µM;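 active = inhibition above about 50% at the single tested dose, limit read from the data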;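 note: plate controls were DMSO wells with enzyme for no effect and DMSO wells lacking enzyme for full effect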
Apaf1 inhib: human Apaf-1 inhibition; O14727; reconstituted apoptosome caspase-3 activity, DEVD-Rh110 fluorescence; inhibition, % at 20 µM; 0.71% of 330,000 active; active = inhibition of at least 40% at 20 µM;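 note: plate controls were DMSO wells for no effect and DEVD-CHO caspase inhibitor wells for full effect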
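Material: reconstituted apoptosome with Apaf-1, cytochrome c, caspase-9, procaspase-3, dATP / Buffer or medium: pH 7.5 Hepes buffer with CHAPS, BSA, DTT / Also added: cytochrome c with DEVD-Rh110 / Schedule: compound with Apaf-1, dATP, procaspase-3 30 min, then 50 min reaction, room temperature / Technique: rhodamine 110 fluorescence at Ex 480/Em 540 nm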
HKDC1 inh: blocks human hexokinase HKDC1 activity. Q2TB90. recombinant HKDC1, G6PDH/diaphorase resazurin coupled fluorescence. inhibition, % at 20 µM. 0.16% of 340,000 active;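 active = inhibition above about 35% when tested at 20 µM, limit read from the data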;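 note: plate controls were DMSO wells with enzyme for no effect and DMSO wells lacking enzyme for full effect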
Target sequence (Q2TB90 whole entry, looked up): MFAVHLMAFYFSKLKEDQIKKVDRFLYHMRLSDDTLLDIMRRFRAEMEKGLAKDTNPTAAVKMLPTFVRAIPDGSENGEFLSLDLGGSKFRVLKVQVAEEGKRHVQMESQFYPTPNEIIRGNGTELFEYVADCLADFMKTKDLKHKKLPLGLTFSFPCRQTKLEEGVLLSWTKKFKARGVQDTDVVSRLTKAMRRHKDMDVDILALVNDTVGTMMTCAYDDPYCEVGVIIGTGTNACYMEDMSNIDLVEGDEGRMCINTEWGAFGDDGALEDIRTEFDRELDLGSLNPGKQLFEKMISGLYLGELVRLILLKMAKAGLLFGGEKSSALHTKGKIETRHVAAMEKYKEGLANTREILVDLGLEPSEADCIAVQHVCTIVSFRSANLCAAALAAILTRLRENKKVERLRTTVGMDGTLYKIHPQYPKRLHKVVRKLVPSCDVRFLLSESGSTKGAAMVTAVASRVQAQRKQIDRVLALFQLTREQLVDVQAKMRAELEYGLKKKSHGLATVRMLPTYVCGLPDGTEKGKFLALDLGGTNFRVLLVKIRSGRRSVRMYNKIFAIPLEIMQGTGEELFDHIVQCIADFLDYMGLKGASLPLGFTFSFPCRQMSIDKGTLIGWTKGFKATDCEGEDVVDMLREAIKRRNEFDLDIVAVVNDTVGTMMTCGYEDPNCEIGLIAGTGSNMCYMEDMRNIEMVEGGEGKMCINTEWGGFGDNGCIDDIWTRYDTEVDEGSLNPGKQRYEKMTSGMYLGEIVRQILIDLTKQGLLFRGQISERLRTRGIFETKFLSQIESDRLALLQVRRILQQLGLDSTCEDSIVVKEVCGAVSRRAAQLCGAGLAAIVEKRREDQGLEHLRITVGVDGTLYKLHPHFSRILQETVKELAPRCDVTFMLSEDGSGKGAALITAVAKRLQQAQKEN
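Test system: Recombinant HKDC1 (HK5) hexokinase enzyme, produced in-house | Input: HKDC1 at 5 µg/mL | Buffer or medium: Tris pH 8.0 buffer with MgCl2, Tween-20, BSA, BME | Schedule: 90 min reaction incubation at room temperature, dark | Technique: Resazurin-to-resorufin fluorescence via G6PDH and diaphorase coupling, 525/613 nm | Controls: DMSO wells with and without enzyme mix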
PfGluPho inh: PfG6PD (Plasmodium falciparum) enzyme inhibition. PfGluPho enzyme, NADPH resazurin-diaphorase fluorescence. inhibition, % at 20 µM. 0.78% of 350,000 active. AID 504690;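 active = inhibition reaching at least a set limit at 20 µM in the primary screen, cut at about 59% in these data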;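 note: 0% = DMSO wells with substrate and 100% = DMSO wells lacking glucose-6-phosphate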
SENP8 block-2: inhibitors of human SENP8 protease. Q96LD8. recombinant SENP8, Nedd8 substrate fluorescence. inhibition, % at 20 µM. 0.64% of 360,000 active. AID 602440; in the data active = inhibition mostly above about 40%, no sharp cut-off; inactive = mostly below about 27%
Numbers without * were called inactive; nt = no result given.

molecule	SENP1 inh	NLRP3 yeast inh	SENP7 inh	SENP8 block-1	SENP6 block	Apaf1 inhib	HKDC1 inh	PfGluPho inh	SENP8 block-2
COc1cccc(NC(=O)Nc2ccc(Br)cn2)c1	2	16	15	-9	3	-19	-3	-3	15
CC(C)C(NC(=O)c1ccccc1)C(=O)NCc1ccccn1 (stereo not drawn)	2	1	-5	-7	-1	-6	-5	-20	0
O=C(NN1C(=O)c2cc(Br)ccc2NC1c1ccccc1Cl)c1ccncc1 (stereo not drawn)	-3	12	1	-5	-15	-13	-8	-8	-67
C(#Cc1ccc(C#CCN2CCCC2)cc1)CN1CCCC1	-1	17	-2	-2	-9	4	-2	-11	19
C/C(=N\N=C(/N)SC1CC(=O)N(c2ccccc2)C1=O)c1cccs1 (stereo not drawn)	2	17	-8	-5	-14	8	0	-16	8
Cc1ccccc1OCC(=O)NNC(=O)c1cc(S(=O)(=O)N2CCOCC2)ccc1N1CCCC1	5	4	12	-10	-8	2	-1	-45	-12
CC1CC(CC(C)C(=O)Nc2nncs2)C(=O)O1 (stereo not drawn)	2	7	-7	-11	-27	2	12	8	22
Cc1ccc2c(c1)N(CCCC(=O)NCCC1=CCCCC1)C(=O)CO2	0	5	12	4	-1	-8	-11	0	10
Cc1nccn1S(=O)(=O)c1cc([N+](=O)[O-])ccc1Cl	3	13	3	3	-9	-5	-1	0	21
CCOC(=O)C1CCCN(C(=O)c2ccc3c(c2)N(C)C(=O)/C(=C/c2ccccc2Cl)S3)C1 (stereo not drawn)	1	7	6	-14	-11	36	-2	7	-42
COc1cccc(NC(=O)CCC2CCN(C(=O)c3scnc3C)CC2)c1	3	6	-7	-2	2	6	0	-5	-3
CCOC(=O)C1CCCN(C(=O)c2ccc(S(=O)(=O)N3CCCC3)cc2)C1 (stereo not drawn)	0	22	-11	-3	-7	-8	0	8	18
CC1CCN(C(=O)CSc2nnc(CNC(=O)COc3ccc(Cl)cc3)o2)CC1	-1	7	-9	-5	-6	6	-3	0	9
COc1ccc(-n2c(Cc3cccn3C)nnc2SCC(=O)N2CCC(C)CC2)cc1	-5	17	20	2	8	13	-4	5	2
CCSc1nc2sc3c(c2c(=O)n1-c1ccc(C)cc1)CCN(C)C3	-72	59*	0	3	3	16	2	-10	-162
COc1ccc(C(C#N)Nc2ccccc2OC)cc1 (stereo not drawn)	2	-2	2	-13	-15	-4	2	6	18
Cc1cc(C)c(S(=O)(=O)NC2CC3CCC2C3)c(C)c1 (stereo not drawn)	-1	16	-3	2	-16	17	0	-36	16
Cc1csc(SC(C)C(=O)NCC2CCCCC2)n1 (stereo not drawn)	1	-8	-6	-1	3	-9	-8	12	3
CCc1ccc(-n2c(C)cc(/C=N/NC(=O)OC)c2C)cc1	-12	19	-12	-5	-10	-4	-2	-2	-196
O=C(Nc1ccc(F)cc1F)NC1CC(=O)N(Cc2ccccc2)C1 (stereo not drawn)	-1	8	2	-10	-17	4	-6	-11	12
COC(=O)C1=C(C)NC(C)=C(C(=O)OC)C1c1ccc2ccccc2n1	-24	13	-5	-9	-8	5	4	-36	-484
CCCc1sc(N/N=C/c2ccccn2)nc1-c1ccc(Br)cc1	-5	1	-4	-4	-18	13	-8	30	-1
CC(C)CCC(CCN1CCCC1)c1ccc2c(c1)OCO2 (stereo not drawn)	2	7	3	-2	-16	-11	1	-19	21
c1ccc(-c2nnc3n2NC(c2ccc4c(c2)OCO4)S3)cc1 (stereo not drawn)	2	33	-1	8	18	-18	3	28	8
Fc1ccccc1-c1nc(-c2ccc(-c3nn[nH]n3)cc2)no1	-4	23	92*	96*	97*	4	5	-43	-236
Cc1nnc2c3ccccc3ccn12	3	nt	nt	nt	nt	nt	-6	-6	4
CC(=O)NC(CCS(C)(=O)=O)C(=O)Nc1nccs1 (stereo not drawn)	4	4	0	1	9	-3	2	-9	29
CCCCCC(=O)N1CC2(CC(c3cccc(NC(=O)CC)c3)=NO2)C[C@H]1C(N)=O (stereo partly drawn)	0	6	-2	7	5	0	0	13	5
CNc1nc(Oc2ccccc2C(=O)OC)nc(SC)n1	2	-18	-2	-2	7	12	-6	-8	15
CC(C)NC(=O)N1CCCN(c2nc3ccc(Cl)cc3s2)CC1	4	7	-14	-15	2	-1	-1	-5	13
CCOC(=O)c1ccc(NC(=O)CN2C(=O)NC3(CCCCCC3)C2=O)cc1	2	11	-3	-7	-16	5	-2	14	7
c1ccc(-c2ccc(-c3cnc4n3CCCCC4)cc2)cc1	-7	44	4	-10	28	23	-2	-6	-115
Cc1cccnc1NC(=O)C1CCN(S(=O)(=O)c2ccc3ccccc3c2)CC1	2	8	2	-2	-6	6	-3	-10	17
Cc1cccc(OCC(=O)Nc2ccc(N3CCCC3)cc2)c1C	-6	12	0	0	-8	12	-5	17	2
O=C(O)c1cccc(NC(=S)NCc2ccccc2)c1	2	16	0	10	-15	-20	4	-13	-5
CC(=O)c1ccc(OCc2cccc(C(F)(F)F)c2)cc1O	2	-4	-2	-4	-9	16	1	5	1
C=CCN1C(=Nc2ccccc2)SC/C1=C\C(=O)OC	1	22	4	4	14	-14	-8	-1	12
Cc1c(OC(C)C(=O)NCCCN2CCCC2=O)ccc2c3c(c(=O)oc12)CCCC3 (stereo not drawn)	-2	7	4	3	5	14	3	-24	-334
CSc1cnn(Cc2ccccc2)c(=O)c1SCc1ccccc1	-1	nt	nt	nt	nt	nt	-4	66*	15
O=C(O)CCc1nn2c3ccccc3nc2n(-c2ccccc2)c1=O	1	17	-5	0	-47	-7	-4	-1	17
CCn1cc(CN(C)C(=O)/C=C/c2ccc([N+](=O)[O-])cc2)c(C)n1	1	-7	-8	-6	-14	3	-2	-3	10
COc1ccc(CCCC(=O)N/N=C/c2cccc(OC)c2O)cc1C	-12	13	-13	5	1	11	-5	0	-366
Cc1ccc(-c2nnn3c2nc(NC(C)C)c2ccccc23)cc1	-72	-4	9	4	-25	30	0	6	-268
CN(C)c1ccc2c3c(ccc(N(C)C)c13)COC2	4	6	2	-1	-9	-1	4	1	-16
CC(C)Sc1cc(N2CCOCC2)nc(-c2ccccc2)n1	2	15	6	-2	4	17	-5	18	-9
CCCCOC(=O)c1ccc(NC(=O)CSCc2n[nH]c(=O)[nH]2)cc1	3	-3	5	3	-10	3	-6	12	15
COc1ccc(OCc2cc(C(=O)NCCc3ccccc3)no2)c(Cl)c1	1	22	4	2	0	10	-4	2	7
Nc1c(C(=O)NCc2ccco2)sc2nc3c(cc12)C(=O)CCC3	5	8	4	5	12	-1	15	19	28
O=C1Nc2ccccc2C12OC1CCCCC1O2 (stereo not drawn)	0	26	-6	-13	-14	-22	-9	26	2
Cc1cc(=O)oc2cc(NC(=O)c3ccccc3Cl)ccc12	-2	19	-12	-17	-14	-5	-5	2	-322
CCO[C@@H]1OC(C(=O)N2CCN(Cc3ccc4c(c3)OCO4)CC2)=C[C@H](c2cn(C(C)=O)c3ccccc23)[C@H]1CCCO	-2	19	24	-15	-18	15	3	11	-4
COCCn1c(=NC(=O)/C=C/c2ccccc2Cl)sc2cc(NC(C)=O)ccc21	-25	19	-1	3	7	9	-10	-9	-278
COc1ccc(C(CNC(=O)c2oc3ccc(C)cc3c2C)N2CCCCC2)cc1 (stereo not drawn)	1	16	9	-10	7	17	-4	22	8
Cc1cc(OCC(=O)NC2CC(C)(C)NC(C)(C)C2)c2c(C)c(C)c(=O)oc2c1	0	-6	-11	-5	-15	8	-3	-1	-338
COCCOC(=O)C1=C(C)Nc2ncnn2C1c1ccco1 (stereo not drawn)	-1	13	-8	-8	-24	1	-4	7	10
Cc1cc2nc(-c3ccncc3)cc(C(F)(F)F)n2n1	-3	5	1	2	-10	-2	4	5	-10
Cc1cccc(NC(=O)c2cccc(S(=O)(=O)N3CCc4ccccc4C3)c2)n1	0	22	1	-8	2	12	0	12	11
C=CCNc1nc(N)c(C(=C(C#N)C#N)c2ccccc2)s1	-120	3	0	0	-6	10	11	23	-478
Cc1ccc(C23CC4CC(CC(C(=O)OCC(=O)NC5CCS(=O)(=O)C5)(C4)C2)C3)cc1 (stereo not drawn)	0	15	-7	-9	-26	24	-10	-8	7
O=C(Nc1ccon1)C12CC3CC(C1)CC(n1cnc([N+](=O)[O-])n1)(C3)C2	0	-9	4	3	-5	-6	-5	-16	15

Ordered by the number under SENP7 inh (highest first): some entries from above.
compound	SENP1 inh	NLRP3 yeast inh	SENP7 inh	SENP6 block	HKDC1 inh	PfGluPho inh
CCO[C@@H]1OC(C(=O)N2CCN(Cc3ccc4c(c3)OCO4)CC2)=C[C@H](c2cn(C(C)=O)c3ccccc23)[C@H]1CCCO	-2	19	24	-18	3	11
Cc1cc2nc(-c3ccncc3)cc(C(F)(F)F)n2n1	-3	5	1	-10	4	5
COCCOC(=O)C1=C(C)Nc2ncnn2C1c1ccco1 (stereo not drawn)	-1	13	-8	-24	-4	7

New compounds follow.
molecule	SENP1 inh	NLRP3 yeast inh	SENP7 inh	SENP8 block-1	SENP6 block	Apaf1 inhib	HKDC1 inh	PfGluPho inh	SENP8 block-2
Cc1ccccc1Nc1nc(N)nc(COC(=O)CC2CC3CCC2C3)n1 (stereo not drawn)	-1	14	4	2	-2	10	18	-15	10
Cn1cc(C=C2C(=O)CC(C)(C)CC2=O)c2ccccc21	-3	10	-6	-4	-19	-5	-2	23	2
CC(=O)c1cccc(CN2CCC(n3nccc3NC(=O)CCc3ccccc3)CC2)c1	1	4	7	-8	-5	-5	-5	3	9
COc1ccc(C(=O)Nc2ccc(S(=O)(=O)N3CCOCC3)cc2)cc1OC	0	4	-13	-7	2	6	0	-10	16
CC12C(=O)N(c3nccs3)C(=O)C1(C)C1CCC2O1 (stereo not drawn)	4	nt	nt	nt	nt	nt	-6	-34	5
Cc1ccc(C)c(NC(=S)c2ccccn2)c1	0	-67	2	-10	11	0	-6	16	12
COc1ccc(N2CCCC2)c(NC(=O)COc2ccccc2Cl)c1	1	22	-3	5	2	13	1	27	6
O=C(Nc1cccc(F)c1)/C(=C\c1cccnc1)NC(=O)c1cccs1	-1	25	-3	-6	7	-3	-4	-6	0
CC(C)c1cccc(C(C)C)c1NC(=S)Nc1cccc(Cl)c1	2	19	1	5	-14	7	-1	-8	-4
O=c1nc(NCc2ccco2)sc2ncccc12	1	6	8	15	-6	-3	13	-7	6
CCNC(=O)COC(=O)c1cc(C)nc2ccccc12	3	-8	3	4	-6	-4	-6	3	-30
COc1ccccc1-c1nnc(NC(=O)c2ccc3ncsc3c2)o1	-54	-16	5	-2	-2	-4	0	-7	-38
O=C1/C(=C/c2ccco2)SC(=S)N1CC1CCCO1 (stereo not drawn)	-3	13	10	3	-26	7	6	14	42*
CCNS(=O)(=O)c1ccc(CCC(=O)NCCc2ccc(OC)cc2)cc1	2	-2	2	0	11	-9	-11	-9	-4
